H37Rv inhibition – M. tuberculosis growth inhibition, HTS (AID 449762). M. tuberculosis H37Rv growth inhibition, 7H9 media; higher % means a stronger effect. inhibition, % at 25 µM, or IC50 in µM where a hit was titrated. 330,000 compounds, 0.59% hits; in the data active means a potency from the dose series; inconclusive means inhibition above about 70% without an active follow-up result;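 further: bacterial growth assessed after seven days of incubation; strong numbers were not always called active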
VEEV TC-83 Vero – inhibitors of VEEV TC-83 cytopathic effect, confirmation, Vero cells (AID 588727). inhibition, % at 20 µM; hits with a dose series show IC50 in µM. 350,000 compounds, 0.13% hits. Vero cells, VEEV TC-83 cytopathic effect inhibition; higher % means a stronger effect; in the data active means a potency from the dose series; inconclusive means inhibition mostly from about 14% at the one dose, without a potency; inactive means the rest, 99 in 100 with inhibition below about 12%; further: strong numbers were not always called active
M. tuberculosis – growth inhibition of non-replicating M. tuberculosis (AID 488890) | Mycobacterium tuberculosis non-replicating, growth inhibition; higher % means a stronger effect | 320,000 compounds, 0.39% hits | inhibition, % at 25 µM; hits with a dose series show IC50 in µM; in the data active means a potency from the dose series; inconclusive means inhibition mostly from about 82% at the one dose, without a potency; inactive means the rest, 99 in 100 with inhibition below about 76%;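 further: plate controls were DMSO cells for no effect and high antibiotic wells for full effect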
PhoP GFP inhibition – PhoP regulon inhibitors, Salmonella typhi PhoP promoter GFP reporter, confirmatory (AID 1850); Salmonella Typhi PhoP-promoter GFP reporter, fluorescence, 4 h; higher % means a stronger effect; inhibition, % at 50 µM; hits with a dose series show IC50 in µM; 310,000 compounds, 0.33% hits; in the data active means a potency from the dose series; inconclusive means inhibition mostly from about 25% at the one dose, without a potency; inactive means the rest, 99 in 100 with inhibition below about 19%;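 further: 0% = induced wells with vehicle and 100% = uninduced wells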
influenza NS1A – NS1A inhibition, H1N1 influenza, cell based functional assay (AID 504329); NS1A functional cell-based assay, percent inhibition; higher % means a stronger effect; inhibition, % at 12.5 µM; hits with a dose series show IC50 in µM; 340,000 compounds, 0.3% hits; in the data active means a potency from the dose series; inconclusive means inhibition above about 27% without an active follow-up result; further: strong numbers were not always called active
VEEV TC-83 Vero 10K pilot screen – recorded beside VEEV TC-83 Vero, whose call it bears; inhibition, %; measured here: 10K pilot screen inhibition
The depositor's hits bear a star; i = inactive; ? = inconclusive; / = no result given; & = joins results of further samples. Compounds were not picked by outcome. Share with any hit: about 1.4%.

SMILES	H37Rv inhibition	VEEV TC-83 Vero	M. tuberculosis	PhoP GFP inhibition	influenza NS1A	others
Cc1cc(C)c(S(=O)(=O)N(C)CC(=O)NCc2ccncc2)c(C)c1	-5%	0.6%	-6%	4%	-10%
O=C(c1ccco1)N1CCCC(c2nc3c(nnn3Cc3cccc(Cl)c3)c(=O)[nH]2)C1 (stereo not drawn)	-2%	0.9%	22%	5%	6%
CCOc1ccccc1N1CC(C(=O)Nc2cc(Cl)ccc2-n2cncn2)CC1=O (stereo not drawn)	-2%	8.2%	-23%	2%	-4%
O=C(O)/C=C\C(=O)NCc1ccccc1	-8%	0.8%	5%	3%	-5%
COc1ccc(CCNC(=O)C2CCCN(c3ncccn3)C2)cc1 (stereo not drawn)	-3%	2.4%	2%	3%	-4%
Cc1cccc(C(=O)NCC(=O)NC2CCC(C)CC2)c1 (stereo not drawn)	-4%	i	-11%	2%	-5%
COc1ccc(S(=O)(=O)n2nc(OC(=O)c3cccs3)cc2NC(=O)c2cccs2)cc1	?	0.2%	4%	-33%	9%
CC1CC(C)(C)NC(=S)S1 (stereo not drawn)	4%	0.6%	9%	-3%	-5%
CC(=O)c1ccc(OCCCC(=O)OCC(=O)N2CCN(S(=O)(=O)c3ccc(C)cc3C)CC2)cc1	/	1.0%	/	/	-15%
COC(=S)Nc1cccc(C(F)(F)F)c1	-2%	i	-8%	-10%	/
Cc1ccc(S(=O)(=O)ON=C2CCN(S(=O)(=O)c3ccccc3)CC2)cc1	/	1.6%	-10%	-8%	7%
Cc1ccc(S(=O)(=O)N(C)/N=C/c2ccc(N(C)C)cc2)cc1	-3%	0.5%	-15%	0%	-3%
CN1CCN(Cc2c(O)ccc3c2oc(=O)c2ccccc23)CC1	-10%	1.8%	-16%	-5%	9%
CCOc1cc2[nH]c(=O)n(Cc3ccccc3)c(=O)c2cc1OCC	-13%	3.5%	1%	-6%	5%
CC(=O)c1sc2nc(-c3ccccc3)cc(C)c2c1N	4%	2.1%	-3%	8%	-5%

Four compounds picked at random from those above:
SMILES	H37Rv inhibition	VEEV TC-83 Vero	M. tuberculosis	PhoP GFP inhibition	influenza NS1A	others
O=C(c1ccco1)N1CCCC(c2nc3c(nnn3Cc3cccc(Cl)c3)c(=O)[nH]2)C1 (stereo not drawn)	-2%	0.9%	22%	5%	6%
Cc1cc(C)c(S(=O)(=O)N(C)CC(=O)NCc2ccncc2)c(C)c1	-5%	0.6%	-6%	4%	-10%
Cc1ccc(S(=O)(=O)ON=C2CCN(S(=O)(=O)c3ccccc3)CC2)cc1	/	1.6%	-10%	-8%	7%
COc1ccc(S(=O)(=O)n2nc(OC(=O)c3cccs3)cc2NC(=O)c2cccs2)cc1	?	0.2%	4%	-33%	9%

A stretch from the list above:
SMILES	H37Rv inhibition	VEEV TC-83 Vero	M. tuberculosis	PhoP GFP inhibition	influenza NS1A	others
CCOc1ccccc1N1CC(C(=O)Nc2cc(Cl)ccc2-n2cncn2)CC1=O (stereo not drawn)	-2%	8.2%	-23%	2%	-4%
O=C(O)/C=C\C(=O)NCc1ccccc1	-8%	0.8%	5%	3%	-5%

Other results follow:
SMILES	H37Rv inhibition	VEEV TC-83 Vero	M. tuberculosis	PhoP GFP inhibition	influenza NS1A	others
O=C(N/N=C/c1cccn1-c1cccc(C(=O)O)c1)Nc1ccccc1	2%	1.7%	-2%	2%	0%
O=C(CCCn1c(=S)[nH]c2ccsc2c1=O)NC1CCCCC1	-2%	0.4%	-15%	3%	-4%
O=C(O)[C@H]1CC=C[C@H]2CCN(Cc3ccc(Cl)c(Cl)c3)C(=O)[C@@H]12	/	1.9%	/	/	4%
CCOc1cc(N2CCOCC2)c(OCC)cc1NC(=O)CN1C(=O)C2C3C=CC(C3)C2C1=O (stereo not drawn)	-1%	0.7%	3%	-2%	12%
COc1ccc(CCNC(=O)c2cc([N+](=O)[O-])ccc2N2CCOCC2)cc1	-6%	9.3%	-3%	4%	1%
CC(CO)Nc1nc(SCc2ccccc2)nc2sc3c(c12)CCC3 (stereo not drawn)	-5%	1.0%	10%	0%	6%
CCN(CC)CCNC(=O)Cc1nn(CC)c(=O)c2ccccc12	-4%	0.8%	-28%	-2%	3%
CCOC(=O)c1ccc2c(c1)n(CCO)c(C)[n+]2CC	-9%	0.3%	18%	-11%	5%
CCOC(=O)c1sc(=S)n(C)c1NC(=O)c1ccc(F)cc1	-7%	i	57%	-6%	-1%	VEEV TC-83 Vero 10K pilot screen=0.6
CCCCOc1ccc(OCCNS(=O)(=O)N(C)C)cc1	4%	0.6%	30%	10%	-9%
N#CCCN(C(=O)COC(=O)COc1ccc(Cl)cc1)c1ccccc1	10%	i	24%	6%	-15%
Cc1cccc(C)c1N(CC(=O)Nc1cc(Cl)ccc1Oc1ccccc1)S(C)(=O)=O	3%	3.6%	25%	-4%	7%
CCOC(=O)/C(=C/c1c[nH]c2ccccc12)NC(C)=O	-6%	0.1%	6%	7%	-5%
CCc1cccc2c(C(=O)CN3C(=O)NC4(CCc5ccccc54)C3=O)c[nH]c12 (stereo not drawn)	24%	5.5%	4%	-4%	1%
CC(O)CNc1nc(NCc2ccccc2)c2cnn(C)c2n1 (stereo not drawn)	8%	3.8%	-3%	5%	1%
O=C(CCCn1c(=O)c2sccc2n(Cc2cc(=O)n3ccccc3n2)c1=O)NCc1ccco1	2%	1.6%	/	-12%	1%
COc1cc(/C=C/CN2CCN(CCC(C)C)C(CCO)C2)ccc1O (stereo not drawn)	-11%	2.1%	21%	-18%	1%
C#CCn1c(=NC(=O)c2ccc(Br)s2)sc2cccc(OC)c21	6%	6.5%	11%	-3%	-9%
CC(=O)c1ccc(-n2c(C)c(C(C)=O)c3cc(O)ccc32)cc1	9%	1.6%	4%	1%	-2%
CCCn1c(SCC(N)=O)nnc1-c1ccco1	-1%	2.2%	-1%	3%	18%
COc1ccc(S(=O)(=O)NCC2CCC(C(=O)N3CCC4(CC3)OCCO4)CC2)cc1 (stereo not drawn)	/	i	/	/	3%
N#Cc1ccc(OCCOCCNC2CCCC2)cc1	10%	0.7%	-1%	-5%	-3%
COC(=O)c1cc(NC(=O)Nc2cccc(Cl)c2)ccc1Cl	?	1.5%	45%	6%	1%
CCCCN1C(C)=CC(=C2C(=O)c3ccccc3C2=O)C=C1C	4%	3.8%	11%	1%	0%
Cn1c(=O)cc2c3c(c(N4CCCCC4)ccc31)C(=O)c1ccccc1-2	11%	8.4%	15%	7%	/
O=S(=O)(N[C@H](CO)Cc1ccccc1)c1ccc(Br)cc1F	/	i	/	/	-3%
O=C(O)CCC(=O)NCCn1c(-c2ccccc2)csc1=Nc1ccccc1	7%	4.3%	12%	-12%	-18%&1%
CS(=O)(=O)N1CCC(C(=O)Nc2cccc(C(F)(F)F)c2)CC1	3%	3.2%	-13%	-6%	0%
COc1ccc(C(C)=O)cc1COc1cc(C)c(Cl)c(C)c1	-4%	2.2%	0%	7%	/
Cc1cc(C(=O)NC2CCCC2)on1	-2%	0.9%	/	17%	-11%

4 structures from above, ordered by heavy-atom count, lowest first.
SMILES	H37Rv inhibition	VEEV TC-83 Vero	M. tuberculosis	PhoP GFP inhibition	influenza NS1A	others
Cc1cc(C(=O)NC2CCCC2)on1	-2%	0.9%	/	17%	-11%
COc1ccc(C(C)=O)cc1COc1cc(C)c(Cl)c(C)c1	-4%	2.2%	0%	7%	/
CS(=O)(=O)N1CCC(C(=O)Nc2cccc(C(F)(F)F)c2)CC1	3%	3.2%	-13%	-6%	0%
COc1cc(/C=C/CN2CCN(CCC(C)C)C(CCO)C2)ccc1O (stereo not drawn)	-11%	2.1%	21%	-18%	1%

Next section:
SMILES	H37Rv inhibition	VEEV TC-83 Vero	M. tuberculosis	PhoP GFP inhibition	influenza NS1A	others
CCOc1ccc(-c2onc(C(F)(F)F)c2-c2cscn2)c(O)c1	/	i	/	-1%	-3%
Cc1ccc2c(c1)C(=O)C(=O)N2Cc1ccc(Cl)cc1	7%	0.2%	79%	/	5%
O=C(CSc1nnnn1C1CCCCC1)NCc1ccc2c(c1)OCO2	-20%	0.1%	11%	-8%	-11%
COc1cc(OC)c(S(=O)(=O)N2CCN(C(=O)c3ccco3)CC2)cc1NC(C)=O	-6%	0.2%	9%	-3%	-3%
COc1cc2c(cc1OC)C1(CCCC1)C(N)=C2C#N	-7%	6.4%	26%	1%	1%
CCOC(=O)N1CCc2c(sc(NC(=O)Cc3ccccc3)c2C(=O)c2ccc(OC)cc2)C1	7%	6.0%	22%	-4%	6%
COCCN(C(=O)c1ccc(N2CCCC2=O)cc1)c1c(N)n(Cc2ccccc2)c(=O)[nH]c1=O	2%	1.1%	0%	/	4%
CCCCCn1c(SCCC(C)C)nc2c1c(=O)[nH]c(=O)n2C	0%	3.7%	-23%	5%	6%
N#CCN=C(c1ccccc1)c1ccccc1	-9%	i	-11%	/	-5%
Clc1ccc(-n2ncc3c(NCc4cccs4)ncnc32)cc1	2%	3.3%	-1%	12%	-1%
COCCCNc1nc(N)c([N+](=O)[O-])c(NC2CCCCC2)n1	9%	3.7%	1%	-15%	3%
CCOC1Cc2ccccc2N(C(N)=O)c2ccccc21 (stereo not drawn)	-4%	1.0%	-8%	19%	-3%
O=C(Nc1c2c(nn1-c1ccc(F)cc1)CS(=O)(=O)C2)c1ccc(Br)o1	-3%	0.6%	-8%	12%	8%
CCCOC(=O)Nc1nc2ccccc2o1	26%	5.2%	?	-8%	-10%
CC1(C)CC(N=c2cc(-c3ccccc3)oc3ccc(Cl)cc23)CC(C)(C)N1	/	i	/	/	6%
Cc1nn(C(C)C(=O)NC2CCCCCC2)c(=O)c2nn(-c3ccccc3)c(C)c12 (stereo not drawn)	2%	i	10%	4%	2%
O=C(NCCCN1CCOCC1)c1cc(S(=O)(=O)N2CCOCC2)ccc1Cl	-1%	2.8%	-13%	/	3%
Cc1ccccc1NC(=O)NCc1cccnc1	-1%	0.3%	-5%	8%	1%
Cc1noc(C)c1COc1ccccc1C(=O)N(C)CC(=O)Nc1ccc(Cl)c(Cl)c1	15%	2.7%	9%	-6%	8%
CC(C)Oc1ccc(C(=O)Nc2c3c(nn2C(C)(C)C)CS(=O)(=O)C3)cc1	6%	3.2%	5%	6%	-2%
COc1ccc(-c2cc(=O)oc3cc(OCC(=O)NCCN4CCOCC4)ccc23)cc1	7%	1.2%	13%	-4%	6%
CC(C)Cc1cc(C(=O)N2CCCC(C(=O)c3cc(F)ccc3F)C2)no1 (stereo not drawn)	11%	0.9%	60%	2%	-5%
S=c1[nH]nc(CSCc2ccccc2Cl)n1C1CCCCC1	/	3.8%	/	/	0%
Cc1ccc(NC(=O)C2CCCN2S(=O)(=O)c2ccc3c(c2)n(C)c(=O)c(=O)n3C)cc1 (stereo not drawn)	3%	0.5%	-1%	7%	2%
CC(C)C1Oc2ccccc2N(CC(=O)N(Cc2ccncc2)Cc2ccco2)C1=O (stereo not drawn)	-7%	7.3%	5%	-6%	4%
COc1ccc(CCNC(=O)C(=O)NCC2CCCN2S(=O)(=O)c2cccs2)cc1 (stereo not drawn)	5%	11%	27%	-7%	7%
CCCCn1nc(C(=O)Nc2ccc(-n3cnnn3)cc2)c2ccccc2c1=O	-6%	8.8%	-15%	/	-13%
CC1CCCC(NC(=O)COC(=O)c2c[nH]c(=O)[nH]c2=O)C1C (stereo not drawn)	-9%	1.4%	0%	-5%	-10%
CCOC(=O)c1c(NC(=O)c2ccc(S(=O)(=O)N3CCOCC3)cc2)sc2c1CCN(C)C2	6%	6.1%	23%	-15%	1%
CCOC(=O)C1(Cc2cccc(OC)c2)CCCN(S(=O)(=O)N(C)C)C1 (stereo not drawn)	4%	i	-8%	-4%	19%
COc1ccc(OCc2cc(C(=O)N3CCCC3)no2)c2ccccc12	7%	5.5%	25%	-3%	-5%
CCOc1ccc(N(CC(=O)Nc2ccccc2OC)S(C)(=O)=O)cc1	11%	i	6%	0%	-10%
COC(=O)Cn1c(=O)c(C)nc2ccccc21	-7%	0.3%	-6%	181%	-5%
